High-throughput results deposited in PubChem by National Center for Advancing Translational Sciences (NCATS).
Lipid storage S3 – qHTS Assay for Lipid Storage Modulators in Drosophila S3 Cells. Drosophila S3 cells, BODIPY lipid droplet fluorescence, 18-24 h; cells fed with added oleic acid. lipid storage change, negative = inhibition, % at the top dose, mostly 46.1 µM; hits show Potency in µM. actives 0.64% (n = 320,000); active = well fitted inhibition curve with a large enough effect in the signal ratio, with a control signal flat, not every such curve was filed as active; inconclusive = small, poorly fitted or top-dose-only effect, or effect the other way, or a change in a side signal; the % refers to the signal ratio
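Drosophila S3 cells loaded with oleic acid (400 uM, as added) and compounds at several concentrations; lipid droplets imaged by 488-nm laser-scanning cytometry, 500–530 nm intensity and object ratio to cell channel. Percent activity normalized to 20 uM Triacsin C.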
Lipid storage S3 cell count max – recorded beside Lipid storage S3, whose call it bears; cell number change, %; measured here: cell count max response;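 cells counted by Cell Tracker Red CMTPX staining in the red channel; peak over a dose series mostly up to 46.1 µM; percent activity relative to internal control wells on each plate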
Active calls of the source: *; i = inactive; ? = inconclusive; · = no result given. % is scaled to controls: 0 for no effect and ±100 for the full control effect; potency is read from the fitted curve at half-maximal effect.

SMILES	Lipid storage S3	Lipid storage S3 cell count max
COc1ccc(S(=O)(=O)N(CCCN2CCOCC2)Cc2cccc(OC)c2OC)cc1	?	·
Cc1cc(C)nc(NC2=NCC(=O)N2c2ccc(F)c(Cl)c2)n1	?	·
c1ccc(C2CSc3ccccc3N2)cc1 (stereo not given)	?	·
Fc1ccc2nc(Nc3nc4cc5c(cc4s3)OCO5)sc2c1	?	·
CCN1CCN(c2ccc(NC(=O)c3cnccn3)cc2)CC1	?	·
Cn1c(-c2ccc3c(c2)OCO3)cnc1NCc1ccccc1	15.7%	-13.0
CC(C)C(C)NC(=O)COc1ccc(-c2ccccc2)cc1 (stereo not given)	?	·
CCCOc1ccc(C(=O)NCC(c2ccco2)N(C)C)cc1 (stereo not given)	-9.5%	-6.4
O=C(c1ccc(S(=O)(=O)N2CCCCCC2)cc1)N1CCCC(C(F)(F)F)C1 (stereo not given)	?	·
Cc1cnc(-c2nnc(N(C)C(=O)C3CCOC3)s2)cn1 (stereo not given)	23.1µM*	-7.8*
CCc1ccccc1NC(=S)N(CCCN(C)C)Cc1cc2cc3c(cc2[nH]c1=O)OCO3	?	·
O=S(=O)([O-])C/C(=C\c1ccc(Cl)cc1)c1cc[n+](CCO)cc1	?	·
COc1ccc2cc(C(=O)NCCO)sc(=O)c2c1OC	1.2%	8.4
COc1ccccc1-c1nc(SCC(=O)O)n[nH]1	?	·
CCN(CC)C(=O)C1=C(C)Nc2ncnn2C1c1cccnc1 (stereo not given)	?	·
COc1cc(NS(=O)(=O)c2ccc(N/C=C(\C=O)c3nc4ccccc4o3)cc2)nc(OC)n1	10.8%	20.5
Cc1ccc(S(=O)(=O)N2CC=C(C(=O)NCCC(C)C)CC2)cc1	-6.2%	·
CCCn1c(C)nnc1SCC(=O)NC1CCCCC1	?	·
Cc1cc(/C=C2/C(=N)N3C(=NC2=O)SN=C3S(C)(=O)=O)c(C)n1-c1ccccc1F	0.4%	-10.9
NS(=O)(=O)c1ccc(NCc2cc(Cl)ccc2OCc2ccc(F)cc2)cc1	16.0%	-7.3
O=[N+]([O-])c1ccc(SCCO)nc1SCCO	?	·
COc1ccc(N(CC(=O)NCc2ccc(F)cc2)C(=O)c2snc(C(N)=O)c2N)cc1OC	-6.1%	-6.5
Cc1nnc(SCc2cc(=O)[nH]c(/N=C(\N)Nc3ccccc3Sc3ccccc3)n2)s1	-5.6%	-17.6
CCNc1nc(CSc2ccccc2)nc2sc(C)c(C)c12	8.5%	7.1
Cn1cc(C(=O)c2ccc(Cl)cc2)cc1-c1nc2ccccc2n1C	?	·
CN(C(=O)COC(=O)c1nn(C)c(=O)c2ccccc12)c1c(N)n(Cc2ccccc2)c(=O)[nH]c1=O	26.5%	28.2
CC1CCN(S(=O)(=O)c2ccc(NC(=O)C3CCN(C(=O)c4ccco4)CC3)cc2)CC1	i	12.2
COc1ccc(C(OC(=O)c2ccco2)C(=O)NCc2ccc(C)cc2)cc1 (stereo not given)	-3.1%	-9.5
Cc1ccc(N2C(=O)CC(N3CCN(c4ccccn4)CC3)C2=O)cc1 (stereo not given)	?	·
Cc1ccccc1CC(=O)Nc1ccc2c(C)cc(=O)oc2c1	i	1.1
CC(C)C(C)NC(=O)COc1ccc(Sc2ccc(OCC(=O)NC(C)C(C)C)cc2)cc1 (stereo not given)	i	·
Cc1cc(C(=O)NCCCN2CCN(C3CCCCC3)CC2)n(-c2ccccc2)n1	18.6%	3.4
COc1ccc(/C=N/n2cnc3c([nH]c4ccc(C)cc43)c2=O)cc1CN1CCCC1	?	·
O=C(C1CC(=O)N(c2ccc3c(c2)OCCO3)C1)N1CCCC(C(F)(F)F)C1 (stereo not given)	?	·
CCCc1nnc(NC(=O)CCC(=O)NC2CCCc3ccccc32)s1 (stereo not given)	?	·
COc1ccccc1OCC(=O)Nc1ccc(Cl)cc1	-1.4%	-13.6
COc1cc(-c2nnc(COc3ccc4cc(Br)ccc4c3)o2)cc(OC)c1OC	?	·
Cc1ccccc1N/N=C1\CCCNC1=O	?	·
CCC(=O)c1c[nH]c(C(=O)NCCc2ccccn2)c1	i	·
CCOc1ccc(C(=O)CN2CCN(S(=O)(=O)c3ccc(Cl)cc3)CC2)cc1	?	·
O=C(O)CCCCCn1c(O)c(C=C2N=c3ccccc3=N2)sc1=S	10.4%	13.2
Nc1ccnn1Cc1cccnc1	i	1.9
Cc1ccc2c(c1)c1c3n2CCN(CC(N)=O)C3CCC1 (stereo not given)	i	9.1
O=C(CCC(=O)c1cccs1)OCc1ccc([N+](=O)[O-])cc1	?	·
N#CC(C(=O)NC1CCCCC1)c1nc2ccccc2nc1N1CCOCC1 (stereo not given)	?	·
CCc1cccc(C)c1NC(=O)C1CN(S(=O)(=O)c2ccccc2)CCN1S(=O)(=O)c1ccccc1 (stereo not given)	17.5%	-0.2
Nc1nnc(-c2ccc(Cl)cc2Cl)s1	?	·
Cc1cc(C)cc(N(CC(=O)NC2CCCC2)C(=O)CCC(=O)Nc2nccs2)c1	i	6.7
O=C(NCC1CCCO1)C(=O)N/N=C/c1cc(Cl)ccc1O (stereo not given)	?	·
CCCNC(=O)COc1ccc(S(=O)(=O)Nc2ccc(C)cc2)cc1	?	·
Cc1ccc(NC(=O)CCSc2nnc(-c3ccco3)o2)cc1	i	-5.1
COc1cccc(-c2nn(-c3ccccc3)cc2CN(C)Cc2c(C)nc3ccccn23)c1	17.0%	9.7
CCn1cc(Cl)c(C(=O)NNC(=O)CCn2cc([N+](=O)[O-])cn2)n1	?	·
O=C(NCc1c(Cl)cccc1Oc1ccccc1)c1ccccc1	?	·
Cc1cccc(Oc2ccc(NC(=O)C3CC=CCC3C(=O)O)cc2)c1 (stereo not given)	?	·
CCc1ccccc1NC(=O)CSc1nc(-c2ccccc2)nn1C(=O)c1cccc([N+](=O)[O-])c1	?	·
N/C(=N\OC(=O)c1ccco1)c1ccccn1	-5.4%	-7.6
CCOC(=O)N1CCC(NC(=O)c2cc(C(=O)NC3CCCC3)ccc2CO)CC1	?	·
COc1cc(NC(=O)C2=C(N3CCOCC3)/C(=C/c3ccc(Cl)cc3)CC2)cc(OC)c1OC	1.4%	0.3
CC(=O)c1c(C)[nH]c(C(=O)CN2CCN(S(=O)(=O)c3ccccc3)CC2)c1C	?	·

Carrying on.
SMILES	Lipid storage S3	Lipid storage S3 cell count max
CCC1(CC)NC(=O)N(CC(=O)OCC(=O)Nc2ccc(OC(F)(F)F)cc2)C1=O	i	-16.3
Fc1ccc2c(Cl)c(-c3nnc(-c4cccs4)o3)sc2c1	?	·
COCCNC(=O)C(c1ccccc1)N(C(=O)Cn1nnc2ccccc21)c1cccnc1 (stereo not given)	8.6%	-9.2
COc1ccc(C2(CCN)CC(C)N(C)CC2C)cc1 (stereo not given)	?	·
COc1ccc(S(=O)(=O)N2CCC(C(=O)NN3CCCCC3)CC2)cc1OC	?	·
COc1ccc(CNC(=O)CCCNC(=O)c2ccc(Cl)cc2)cc1OC	?	·
Cc1cc(=O)oc2c3c(cc(OCC(=O)N[C@@H](CC(C)C)C(=O)O)c12)OC(C)(C)CC3	?	·
COc1cccc(CN2CCNC(=O)C2CC(=O)N(C)CCC2CCOCC2)c1 (stereo not given)	9.0%	·
C#CCOCCOCCOCCNc1nc(N2CCN(C(=O)Cn3cc(CCCN=C(N)N)nn3)CC2)nc(N2CCN(C(=O)[C@H]([C@@H](C)O)n3cc(CCCCN)nn3)CC2)n1	?	·
COC(=O)c1c(SCC(=O)Nc2ccc(C)cc2)nc(=O)[nH]c1C	-0.2%	11.0
COc1c(C)cc(C(=O)C2CCCN(C(=O)c3cc(C)on3)C2)cc1C (stereo not given)	?	·
O=C(CSc1ccc(Br)cc1)N1CCOCC1	6.4%	19.9
COC(=O)Nc1c(C)nn(Cc2ccccc2C)c1C	?	·
Cc1cc(=O)n2nc(N3CCCC3C(=O)NCc3ccccn3)sc2n1 (stereo not given)	?	·
COc1ccc(CNC(=O)COc2cc(O)c3c(c2)OC(C)(C)CC3=O)cc1	?	·
CN1C(=O)C(C)(C)c2cc(S(=O)(=O)N3CCC(C(=O)NCc4ccc(F)cc4)CC3)ccc21	i	17.7
O=C(CN1C(=O)C2CC=CCC2C1=O)Nc1nccs1 (stereo not given)	i	4.0
Cc1ccc(S(=O)(=O)Oc2ccccc2/C=N/NC(=O)c2c(Cl)cnn2C)cc1	-10.4%	-11.9
O=C(C1CCC(CNc2c(N3CCCCC3)c(=O)c2=O)CC1)N1CCc2ccccc2C1 (stereo not given)	i	·
Cc1ccc(NC(=O)CN(C)S(=O)(=O)c2ccc(Cl)s2)c(O)c1	?	·
O=C(NCCc1ccc(F)cc1)Nc1ccc2c(c1)OCO2	14.3%	12.8
Cc1nc(C)c(-c2csc(Nc3ncccc3C)n2)s1	?	·
CC(Oc1ccc(-c2nccc(-c3ccccn3)n2)cc1)C(=O)NN (stereo not given)	?	·
O=C(c1ccc2c(c1)OCO2)C1CCCN(C(=O)C2CCOCC2)C1 (stereo not given)	3.3%	-2.8
N#CC1c2ccccc2C=CN1C(=O)c1ccccc1 (stereo not given)	3.5%	-12.6
CC(C)COc1ccc(C2NC(=O)NC2=O)cc1 (stereo not given)	?	·
Cn1cc(-c2nnnn2-c2cccc(C(F)(F)F)c2)c(C(F)(F)F)n1	i	·
COc1ccc(N2CCN(C(=O)c3ccc4c(c3)[nH]c(=S)n3c5ccccc5nc43)CC2)cc1	?	·
CC(=O)N/C(=N\c1nc(C)cc(C)n1)Nc1ccc(Cl)cc1Cl	?	·
Cc1csc(NC(=O)c2ccoc2C)n1	i	·
O=C(N/N=C/c1ccco1)C1CCCC1	i	-13.6
CC(=O)Oc1cc2c(C(=O)NCCN3CCOCC3)c(C)oc2c2ccccc12	3.8%	-6.4
COC(=O)CC1=NN(c2ccccc2)C(=O)C1	?	·
CN(CCCC(=O)NCc1ccccc1)S(=O)(=O)c1ccc([N+](=O)[O-])cc1	?	·
CCc1ccccc1N(CC(=O)NC1CCCC1)C(=O)CNC(=O)c1cccs1	-15.3%	22.5
CC12CC(NC(=O)N1c1ccc(C(=O)N3CCN(c4ccccn4)CC3)cc1)c1ccccc1O2 (stereo not given)	-4.8%	4.9
COc1ccccc1N(C)S(=O)(=O)c1ccc(C(=O)Nc2ccc3nc(C)sc3c2)cc1	1.4%	-22.9
Cc1nc2ccccc2c(=O)n1/N=C/c1cccnc1	?	·
CC(=O)NC(Cc1cccc(C)c1)C(=O)NC1CCN(C(=O)NCc2ccccc2)CC1 (stereo not given)	-9.0%	5.2
CC1CCCN(C(=O)c2ccc(NS(=O)(=O)c3cccc([N+](=O)[O-])c3)cc2)C1 (stereo not given)	25.7%	14.6
COc1ccccc1C(=O)CSc1nnc(-c2ccco2)o1	1.8%	·
CN(CC1CCCO1)S(=O)(=O)c1ccc(C(=O)Nc2ccc(F)cc2)cc1 (stereo not given)	23.1µM*	-21.7*
NC(=O)C1CCCN(S(=O)(=O)c2ccc(Br)cc2)C1 (stereo not given)	?	·
COc1cc(C(=O)OC(C)C(=O)N2CCc3ccccc3C2)ccc1OCC(=O)N1CCOCC1 (stereo not given)	i	0.3
COc1ccc(CCNc2ccc(C(CC(N)=O)NC(=O)c3cc(C)cc(C)c3)cc2[N+](=O)[O-])cc1 (stereo not given)	?	·
CCOc1ccc(N2CC(=O)Nc3ccccc3NCC2=O)cc1	?	·
N#CC1=C(N)Oc2n[nH]c(-c3cccs3)c2C1c1ccoc1 (stereo not given)	?	·
O=C(COc1ccccc1Cl)OCC(=O)N1CCN(S(=O)(=O)c2ccccc2)CC1	?	·
CCc1ccc(-c2nc(CSCC(=O)N3CCN(c4ccccn4)CC3)c(C)o2)cc1	-14.6%	0.6
Cc1ccc(NC(=O)c2cc(N3CCOCC3)nc3ccccc23)cc1	19.8%	-0.6
O=C(Nc1ccc(S(=O)(=O)Nc2nccs2)cc1)c1cc(-c2ccncc2)nc2ccccc12	15.6%	1.9
CCC(=O)Nc1c(C#N)c2nc3ccccc3nc2n1C1CCCCC1	?	·

This is a subset; rates above refer to the full screens.
